sPLA2-III inh: human group III sPLA2 inhibitors, primary screen, biochemical, QFRET, BODIPY PC-A2 liposome substrate; Group 3 secretory phospholipase A2 (Homo sapiens), Q9NZ20; QFRET BODIPY PC-A2 liposome hydrolysis, fluorescence; inhibition, % at 12.2 µM; actives 0.56% (n = 370,000); AID 743126, 2013;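 active means inhibition above mean plus 3 SD of compounds lying within the high and low control bounds, cut at about 19% in these data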;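 further: 0% = median of test compound wells and 100% = no enzyme DMSO wells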
proKLK7 act: proKLK7 zymogen activators, primary screen, biochemical, fluorescence intensity | actives 0.9% (n = 370,000) | activation, % at 7 µM | purified proKLK7, EDANS-DABCYL substrate fluorescence; 100% is mature enzyme control, 0% vehicle;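 active means activation above the mean of all tested compounds plus 3 SD, computed per campaign excluding outliers beyond control limits, cut at about 13% in these data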
Target sequence (P49862 whole entry, looked up): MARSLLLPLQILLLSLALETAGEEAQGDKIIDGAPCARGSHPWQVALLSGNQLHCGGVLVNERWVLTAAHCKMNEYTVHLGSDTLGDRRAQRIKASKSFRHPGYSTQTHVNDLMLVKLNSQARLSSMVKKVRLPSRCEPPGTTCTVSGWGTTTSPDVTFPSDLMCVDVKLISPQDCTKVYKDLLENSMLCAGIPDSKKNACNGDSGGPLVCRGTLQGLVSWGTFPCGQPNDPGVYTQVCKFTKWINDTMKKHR
UHRF1 binding: UHRF1 methylated DNA binding inhibitors, primary screen, counter-screen for MBD2 inhibitor project, biochemical, TR-FRET, human UHRF1, single concentration | inhibition, % at 4.4 µM | actives 0.75% (n = 370,000) | UHRF1 binding to methylated oligo | E3 ubiquitin-protein ligase UHRF1 (Homo sapiens), Q96T88; in the data active means inhibition above about 21%;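 further: UHRF1 SRA domain binding a hemimethylated CpG hairpin DNA probe; 0% = median of test compound wells and 100% = reference inhibitor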
PLCg1 inh: PLC-gamma1 enzyme inhibitors, primary screen, biochemical, fluorescence, purified enzyme; AID 720700, 2013; 1-phosphatidylinositol 4,5-bisphosphate phosphodiesterase gamma-1 (Homo sapiens), P19174; inhibition, % at 12.2 µM; fluorogenic substrate; actives 0.84% (n = 370,000); in the data active means inhibition above about 9.5%
PLC-beta3 inh: human PLC-beta3 inhibitors, primary screen, biochemical, fluorescence; 1-phosphatidylinositol 4,5-bisphosphate phosphodiesterase beta-3 (Homo sapiens), Q01970; Purified PLC-beta3, fluorogenic substrate; inhibition, % at 12.2 µM; actives 0.18% (n = 370,000); AID 720704, 2013; in the data active means inhibition above about 11%;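 further: 0% = median of compound wells on plate and 100% = full blocker control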
ARFGAP1 inhibitor: inhibitors of rat ARFGAP1 GAP activity, primary screen, biochemical, fluorescence polarization, GDP tracer; ADP-ribosylation factor GTPase-activating protein 1 (Rattus norvegicus), Q62848; Arfgap1-stimulated ARF1 GTP hydrolysis, GDP FP detection; inhibition, % at 16.5 µM; actives 0.26% (n = 360,000);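 active means inhibition above a per-plate limit, mean inhibition of low control wells plus 3 SD, cut at about 25% in these data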;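 further: 0% = DMSO wells with enzyme and 100% = wells lacking Arfgap1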
Target sequence (Q62848 1-136 limits assumed): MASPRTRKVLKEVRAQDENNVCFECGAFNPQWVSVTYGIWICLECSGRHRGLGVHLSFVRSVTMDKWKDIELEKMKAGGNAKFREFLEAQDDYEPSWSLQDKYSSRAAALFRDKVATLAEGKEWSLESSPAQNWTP
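material = rat Arfgap1 catalytic domain, aa 1-136 | also added = human ARF1(Δ1-17)-GTP substrate | compound dosing = one concentration, 16.5 µM, DMSO 1.26% | times = GTP hydrolysis reaction 2 h at 25 °C | measured by = FP, GDP Alexa 633 tracer displaced from anti-GDP antibody, 620/688 nm | evaluation = percent inhibition of Arfgap1-stimulated GTP hydrolysis | replication = single well per compound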
ASAP1 GAP inh: inhibitors of human ASAP1 ArfGAP activity, primary screen, biochemical, fluorescence polarization; ASAP1-stimulated ARF1 GTP hydrolysis, GDP FP detection; inhibition, % at 16.5 µM; Arf-GAP with SH3 domain, ANK repeat and PH domain-containing protein 1 (Homo sapiens), …; actives 0.19% (n = 360,000); in the data active means inhibition above about 25%;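 further: 0% = vehicle with enzyme and substrate and 100% = no enzyme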
DDE Tn7 FP inh: inhibitors of Tn7 peptide binding to fibrin DD(E), primary screen, biochemical, fluorescence polarization, human fibrin, Tn7 probe; Fibrinogen beta chain (Homo sapiens), P02675; FP displacement of FITC-Tn7 peptide from fibrin DD(E); 0% = median of compound wells per plate; inhibition, % at 8.3 µM; actives 0.13% (n = 370,000);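 active means inhibition above the mean of compounds falling within the control limits plus 3 SD of them, cut at about 14% in these data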;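 further: 0% = plate median of compound wells and 100% = 10 µM Aha-Tn7 peptide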
Target sequence (P02675 whole entry, looked up): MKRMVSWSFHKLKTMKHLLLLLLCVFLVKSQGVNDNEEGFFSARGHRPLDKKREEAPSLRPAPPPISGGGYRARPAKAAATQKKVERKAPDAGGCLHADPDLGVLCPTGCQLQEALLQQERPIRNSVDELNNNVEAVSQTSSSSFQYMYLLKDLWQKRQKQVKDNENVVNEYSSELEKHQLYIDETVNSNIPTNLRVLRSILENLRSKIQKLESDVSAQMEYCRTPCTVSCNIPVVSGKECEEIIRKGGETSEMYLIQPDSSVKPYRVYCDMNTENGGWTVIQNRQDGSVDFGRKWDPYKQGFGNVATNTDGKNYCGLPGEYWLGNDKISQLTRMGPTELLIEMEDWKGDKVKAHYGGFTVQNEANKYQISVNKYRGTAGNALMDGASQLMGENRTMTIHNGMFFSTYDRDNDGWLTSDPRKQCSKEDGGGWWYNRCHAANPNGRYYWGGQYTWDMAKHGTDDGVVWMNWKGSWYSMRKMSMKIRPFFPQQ
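Also added: labelled Tn7 tracer, 0.1 µM; Assay system: human fibrin DD(E) protein; Amount: 2 µM fibrin DD(E); Schedule: 10 min compound pre-incubation, 3 h probe incubation at room temperature; Repeats: one replicate per compound; Read-out basis: percent inhibition; Measured by: fluorescence polarization of the labelled Tn7 tracer.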
Tn6 DDE FP: inhibitors of Tn6 peptide binding to fibrin DD(E), primary screen, biochemical, fluorescence polarization, human fibrin, Tn6 probe. Fibrinogen beta chain (Homo sapiens), P02675. Fibrin DD(E) TRITC-Tn6 fluorescence polarization displacement. inhibition, % at 8.3 µM. actives 0.21% (n = 370,000). AID 720509, 2013;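 active means inhibition above a per-campaign cutoff: mean of compounds within control limits plus 3 SD, cut at about 15% in these data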;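 further: 0% = median of all compound wells on the plate and 100% = blocking peptide control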
Rev-erbA mod: modulators of Rev-erb alpha DNA binding, primary screen, biochemical, FITC-DNA, fluorescence polarization, uHTS | AID 1259318, 2017 | actives 0.79% (n = 370,000) | Nuclear receptor subfamily 1 group D member 1 (Homo sapiens), P20393 | Rev-erbα–FITC-DNA binding, 90 min | activity, % at 10 µM;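 active means activity above about 14%, limit read from the data; passing the limit was not always enough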;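 further: 0% = DMSO wells with 35 nM protein and 100% = DMSO wells with 750 nM protein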
Active calls of the source: *; i = inactive; nt = not tested or not shown.

SMILES	sPLA2-III inh	proKLK7 act	UHRF1 binding	PLCg1 inh	PLC-beta3 inh	ARFGAP1 inhibitor	ASAP1 GAP inh	DDE Tn7 FP inh	Tn6 DDE FP	Rev-erbA mod
COc1ccc(C(=O)OC(C)C(=O)NC(C)CCc2ccccc2)cc1OC (stereo unspecified)	-6	0.1	0	1	-2	-3	14	3	5	4
CCCSc1nnc2[nH]c(=O)cc(N)n12	-3	0.3	0	-1	-1	-3	5	1	3	1
Cc1ccc2nsnc2c1S(=O)(=O)N1CCN(CCc2ccccc2)CC1	-4	-0.5	-1	14*	6	7	-9	-5	-7	0
CCCN1CC=C2C(C#N)=C(N)C(C#N)(C#N)C(c3cc(OC)ccc3OC)C2C1 (stereo unspecified)	-17	0.7	-5	-52	-68	4	8	4	3	2
Nc1ccc(C(=O)NCCCSc2ccccc2)cc1[N+](=O)[O-]	-12	0.2	1	2	-2	-2	6	3	0	2
COc1ccc(N(C(C)C(=O)NCCSCc2cccc(Cl)c2)S(C)(=O)=O)cc1 (stereo unspecified)	-11	0.3	0	0	-3	-1	-9	-2	-8	2
CC(C)N(Cc1ccccc1)C(=O)CN1C(=O)NC2(CCCc3ccccc32)C1=O (stereo unspecified)	-2	0.2	-1	2	1	4	-1	0	-3	-2
Cc1ccc(C(=O)Oc2ccc3c(c2)ncn3C)cc1	1	0.2	3	1	-3	-10	3	-1	3	nt
O=C(c1ccc2c(=O)n3c(nc2c1)CCC3)N1CCN(S(=O)(=O)c2ccccc2Br)CC1	18	-0.4	1	0	-98	0	-12	5	-1	-7
CCOc1ccc(NC2c3ccccc3C(=O)N2Cc2ccco2)cc1 (stereo unspecified)	3	-0.2	0	5	-2	5	5	-3	-4	1
CCN(CC)S(=O)(=O)c1ccc(-c2nnc(SCC(=O)N3CCOCC3)o2)cc1	0	0.2	2	-2	0	1	-9	0	-3	3
O=[N+]([O-])c1ccc(Cl)c(/C=N/n2c(-c3ccncc3)n[nH]c2=S)c1	-2	-0.3	2	0	-5	9	-5	-13	-1	2
C#CCOCCOCCOCCNc1nc(N2CCN(C(=O)[C@H]([C@@H](C)CC)n3cc(CCCCN)nn3)CC2)nc(N2CCN(C(=O)[C@H](C)n3cc(CCC(=O)O)nn3)CC2)n1	8	0.7	0	0	3	-4	-12	0	-6	0
O=C(O)c1ccc(/C=C2\SC(=S)N(Nc3ccccc3)C2=O)cc1	-8	0.3	0	3	-2	-1	2	-2	3	5
O=C(N/N=C/c1cccnc1)C1CCCCC1	6	-0.4	-1	3	-2	-9	10	1	-2	4
Cc1cc(C)cc(OCC(=O)O/N=C(\N)c2cccnc2)c1	-11	0.2	-2	9	0	-6	5	-4	2	4
COC(=O)C1CN(Cc2ccc(OC)cc2)CCS(=O)(=O)N1Cc1ccccc1 (stereo unspecified)	3	-0.1	0	0	0	nt	nt	-2	1	2
O=C(O)c1ccc2c(c1)C(=O)N(C(Cc1ccccc1)C(=O)O)C2=O (stereo unspecified)	5	-0.1	3	4	7	-3	-4	1	-7	0
COc1cc(/C=C/CO)cc(OC)c1O[C@@H]1O[C@H](CO)[C@@H](O)[C@H](O)[C@H]1O	1	0.6	1	-1	-4	-2	-3	5	-7	7
CC(=O)c1c(C)[nH]c(C(=O)OCc2ccc(F)cc2Cl)c1C	-6	-0.1	0	3	-3	5	8	0	1	3
CC(C)C(NS(=O)(=O)c1cccc2nsnc12)C(=O)NCc1ccco1 (stereo unspecified)	-2	0.8	6	0	-7	11	14	-2	-6	-4
CCc1ccc(NC(=O)CSCc2ccc(C(=O)O)cc2)cc1	4	-0.1	1	3	6	1	-5	0	-4	1
COc1ccc(CC(=O)Nc2cc(Cl)ccc2O)cc1	-37	0.2	-3	0	-3	-2	-4	2	6	-1
Cc1ccc(/C=N/NC(=O)CNC(=O)c2ccc(S(=O)(=O)N3CCCC3)cc2)o1	1	0.5	0	0	2	11	7	0	-12	1
O=C1C2CC3N1CCC31c3ccccc3-n3c1c2ccc3=O (stereo unspecified)	2	6.2	9	-122	-151	-2	0	2	9	2
O=c1oc2ccccc2cc1-c1nnc(NCc2ccco2)s1	4	-20	-6	i	i	8	4	-2	-9	-3
CCOc1ccc(S(=O)(=O)/N=C(/Nc2ccc(OC)cc2)c2ccccc2)cc1	-9	0.3	3	-2	-5	16	-3	-1	-1	-1
O=C(/C=C/c1cccs1)N1CCN(c2ccc(O)cc2)CC1	-1	0.4	-2	5	2	5	-2	10	4	3
CCOc1ccc(NS(=O)(=O)c2cc(OC)ccc2OC)cc1	-10	-0.6	-2	2	-1	8	-5	0	-7	-5
O=C(NCc1ccccn1)c1cc(-c2ccccc2Cl)nc2ccccc12	-11	0.2	-7	2	3	-5	2	-5	2	1
COc1ccc(CN2C(=O)CC(Cc3cc(C)cc(C)c3)C2=O)cc1OC (stereo unspecified)	-10	0.3	-2	2	4	-5	15	0	2	8
CC(NC(=S)NC1CCCCC1)C(c1ccccc1)N1CCOCC1 (stereo unspecified)	10	-0.1	1	1	0	12	7	-1	-5	-2
COc1cccc(C(=O)Oc2ccc3ccc(=O)oc3c2)c1	2	93*	3	-376	-485	5	-6	2	0	-7
CC1(C)CC(=O)C2=C(C1)N(CC1CCCO1)C(=O)C2(O)C(F)(F)F (stereo unspecified)	-3	0.4	1	-2	-2	-14	-4	11	9	8
Cc1ccnc(NC(=O)c2ccc(NC(=O)c3ccco3)cc2)c1	-5	-0.4	-2	1	4	-2	4	2	2	4
CC(=O)Nc1cc(C(F)(F)F)ccc1OCC1CCCO1 (stereo unspecified)	8	-0.2	1	1	1	12	16	6	12	-3
Cc1cc(C)n(C(=O)CNc2cccc(Cl)c2C)n1	2	-0.1	-1	2	1	6	-10	-3	-3	-6
COc1ccc(NC(=O)CSc2c3c(nc4ccccc24)CCC3)c(OC)c1	-6	-0.1	1	4	5	10	-6	5	-4	-2
CCC(C)NC(=O)CNC(=O)c1nn(-c2ccc(OC)cc2)c(=O)c2ccccc12 (stereo unspecified)	13	0.0	3	-33	-58	-7	-3	8	-1	1
CN1C(=O)c2ccc(NC(=O)c3cccc(N4C(=O)CCC4=O)c3)cc2C1=O	0	-421	3	i	i	0	0	9	-3	-4
COc1ccc(CCNC(=O)Cn2nnc(C(=O)Nc3cc(C)ccc3C)c2N)cc1OC	-9	-0.3	-4	1	-5	0	-8	-4	7	-5
COc1ccccc1CNC(=O)CN(C)S(=O)(=O)c1ccc2c(c1)n(C)c(=O)c(=O)n2C	7	0.1	-3	-6	-21	0	-2	-3	-7	3
CCCCC/C=C/C1=CC(=O)C[C@H](c2ccc(OC)cc2)C1	-3	0.5	1	-1	-10	2	10	8	-5	4
COc1ccc(S(=O)(=O)N(CC(=O)O)Cc2ccccc2)cc1OC	2	0.1	-3	0	1	0	6	-4	-6	2
Cc1ccccc1C(=O)Nc1cccc(-c2ccc3nncn3n2)c1	-1	0.0	0	0	-9	0	0	-3	-3	2

Full records, quoted from the list. Order of screens: sPLA2-III inh, proKLK7 act, UHRF1 binding, PLCg1 inh, PLC-beta3 inh, ARFGAP1 inhibitor, ASAP1 GAP inh, DDE Tn7 FP inh, Tn6 DDE FP, Rev-erbA mod
Entry for CC(=O)Nc1cc(C(F)(F)F)ccc1OCC1CCCO1 (stereo unspecified) → 8, -0.2, 1, 1, 1, 12, 16, 6, 12, -3
Entry for Cc1ccccc1C(=O)Nc1cccc(-c2ccc3nncn3n2)c1 → -1, 0.0, 0, 0, -9, 0, 0, -3, -3, 2

The list continues.
SMILES	sPLA2-III inh	proKLK7 act	UHRF1 binding	PLCg1 inh	PLC-beta3 inh	ARFGAP1 inhibitor	ASAP1 GAP inh	DDE Tn7 FP inh	Tn6 DDE FP	Rev-erbA mod
O=C(NC1CCCCC1)c1cc2nc3c(c(C(F)(F)F)n2n1)CCCC3	-8	0.5	-2	-18	-23	3	3	-2	2	1
CCOC(=O)c1c(C)[nH]c(C(=O)N2CCCC(C(=O)c3cccc(OC)c3)C2)c1C (stereo unspecified)	-6	-0.4	-4	4	3	2	10	0	3	-5
COc1ccc(CN(CC(=O)NCCc2ccccc2)C(=O)CCC(=O)Nc2ccccn2)cc1	15	0.3	4	1	-9	5	8	6	0	2
CCCn1c(SCC(=O)Nc2ccc3c(c2)OCCO3)n[nH]c1=O	8	-0.7	1	2	3	2	-12	5	2	6
COC(=O)[C@]12C[C@H](CC(=O)NCc3ccc(C)o3)C(=O)N(Cc3ccc4c(c3)OCO4)C1=C[C@H](C(C)(C)C)O[C@@H]2C	-18	0.0	0	1	5	3	-5	-2	-1	11
CCOC(=O)C1=CC[C@@H](c2ccccc2)N(S(=O)(=O)c2ccc(C)cc2)[C@H]1c1ccccc1C	4	0.2	3	1	-2	17	7	3	2	12
c1nc(NCC2CCCO2)c2cc(-c3ccc4c(c3)OCO4)ccc2n1 (stereo unspecified)	-3	nt	0	-159	-208	nt	nt	6	-4	5
O=C(C1CCCN1S(=O)(=O)c1ccc(Cl)cc1)N1CCOCC1 (stereo unspecified)	10	-0.7	5	-4	0	-2	-4	3	3	1
CC(=O)N1C[C@@H](CO)[C@@H](N(C)C(=O)C2CCCCC2)C[C@H]1c1ccccc1	7	-0.3	4	-1	0	-2	6	-1	7	-3
CN(C)Cc1c(O)ccc2ccccc12	-63	-0.4	12	-4	-11	11	11	9	3	0
CCOc1ccc(-n2c(SCC(N)=O)nc3c(c2=O)SCC3)cc1	-2	0.2	1	3	0	10	-3	-1	8	-6
O=C(NCc1nc2ccccc2[nH]1)C1=C[C@H](c2ccccc2)C[C@H](OCCCCO)O1	-4	-0.4	-1	0	1	-6	-3	4	3	-10
CN(CC(=O)Nc1ccccc1C(F)(F)F)C(=O)c1cc([N+](=O)[O-])ccc1N1CCOCC1	7	0.8	0	-1	-1	2	-1	3	8	3
C=CCN(c1ccccc1)S(=O)(=O)c1cc2c(cc1C)N(C)CCO2	1	0.4	-4	-1	2	2	-8	2	5	3
COc1ccc(-c2coc3cc(O)cc(O)c3c2=O)cc1OC	6	-0.9	0	0	-6	2	2	-7	-2	3
